Screening data (PubChem BioAssay)
H69AR inhibit = growth inhibitors of human H69AR lung tumor cells | H69AR lung tumor viability, ATP luminescence, 72 h; hits give low values | viability, % at 10 µM | 85,000 compounds, 6% hits;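 active = viability at or below 40%; inactive = viability above 40%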;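 also: multidrug resistant small cell line overexpressing MRP-1 efflux transporter; 100% = mean luminescence of untreated control wells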
Pyk2 oligo antag = blocks oligomerization of human Pyk2 in cells | Q14289 | Q293 cells, Pyk2 FERM NanoBiT luminescence; hits give low values | z-score (the deposit names both 25 µM and 10 µM) | 99,000 compounds, 0.83% hits | AID 1347419;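 active = Z-score of -3 or lower, scaled per plate to the spread of control and sample wells; inactive = z-score above -3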;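 also: negative z-score means lost luminescence so less FERM oligomerization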
Target sequence (Q14289 whole entry, looked up): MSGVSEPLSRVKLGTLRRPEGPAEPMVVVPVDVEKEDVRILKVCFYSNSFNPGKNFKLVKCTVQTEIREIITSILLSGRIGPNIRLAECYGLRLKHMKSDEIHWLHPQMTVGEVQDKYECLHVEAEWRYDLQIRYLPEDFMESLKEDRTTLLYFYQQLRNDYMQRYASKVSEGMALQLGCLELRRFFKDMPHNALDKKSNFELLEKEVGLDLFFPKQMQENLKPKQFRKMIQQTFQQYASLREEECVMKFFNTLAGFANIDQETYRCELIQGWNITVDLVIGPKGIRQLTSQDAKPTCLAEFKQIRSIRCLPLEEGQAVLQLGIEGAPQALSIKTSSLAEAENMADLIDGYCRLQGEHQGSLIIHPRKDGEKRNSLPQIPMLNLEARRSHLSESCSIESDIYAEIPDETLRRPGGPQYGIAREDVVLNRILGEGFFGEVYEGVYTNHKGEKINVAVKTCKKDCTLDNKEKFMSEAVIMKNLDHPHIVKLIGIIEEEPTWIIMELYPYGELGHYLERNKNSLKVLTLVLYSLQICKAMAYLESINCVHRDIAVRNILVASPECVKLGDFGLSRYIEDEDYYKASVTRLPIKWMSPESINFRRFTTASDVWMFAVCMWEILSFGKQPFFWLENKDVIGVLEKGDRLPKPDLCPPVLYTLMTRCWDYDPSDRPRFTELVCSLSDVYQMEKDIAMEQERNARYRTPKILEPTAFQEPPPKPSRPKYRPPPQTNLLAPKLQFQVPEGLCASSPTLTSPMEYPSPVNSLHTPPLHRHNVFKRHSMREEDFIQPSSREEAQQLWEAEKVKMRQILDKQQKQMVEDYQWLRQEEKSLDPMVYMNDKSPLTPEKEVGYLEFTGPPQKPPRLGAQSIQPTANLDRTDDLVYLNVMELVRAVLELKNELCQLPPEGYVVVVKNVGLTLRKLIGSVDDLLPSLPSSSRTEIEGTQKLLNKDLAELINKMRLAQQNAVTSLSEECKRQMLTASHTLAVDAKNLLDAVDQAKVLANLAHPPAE
VCAM1 TNFa inh = reduces TNF alpha induced VCAM1 expression in HUVEC; inhibition, % at 2 µM; 95,000 compounds, 0.48% hits; HUVEC TNFa-induced VCAM-1 immunofluorescence, high-content imaging;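 active = inhibition above the batch mean plus 3 SD, with images confirmed as a hit by eye, cut at about 37% in these data; inconclusive = inhibition above that limit but hit not confirmed in images; inactive = inhibition not above that limit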;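 also: 0% = TNF-stimulated DMSO wells and 100% = unstimulated control wells; not every result past the cut was called active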
Smad3 FoxH1 inh = Smad3 (human) transcription factor binding inhibition; P84022; TR-FRET Smad3/Dy647-FoxH1 peptide binding, europium anti-His; inhibition, % at 25 µM; 88,000 compounds, 0.29% hits; AID 630;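 active = compounds that reduce the energy-transfer binding signal between the protein and its labelled peptide by more than half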;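 also: 0% = Smad3 plus labelled peptide maximal FRET and 100% = peptide-only background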
IL1B cytotox = HUVEC cytotoxicity counter-screen, IL-1B stimulated; HUVEC cell count loss, Hoechst imaging; cell count reduction, % at 2 µM; 94,000 compounds, 0.41% hits;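 active = cell count reduction more than 3 SD above the screen-wide mean, cut at about 70% in these data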;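 also: normalized per plate to untreated control cells as the no-loss baseline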
cytoskel mod = cytoskeleton assembly modification; HUVEC TNFa F-actin phalloidin imaging, high content; inhibition, % at 2 µM; 91,000 compounds, 0.18% hits; AID 836;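 active = inhibition above the batch mean plus 3 SD and confirmed as a hit by visual image inspection, cut at about 30% in these data, passing the limit was not always enough; inconclusive = above the inhibition threshold but rejected on visual inspection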; also: strong numbers were not always called active
HUVEC inhibit = human endothelial cell proliferation inhibition; HUVEC proliferation, CellTiter-Glo luminescence, 72 h; hits give low values; viability, % at 10 µM (by protocol); 86,000 compounds, 1.1% hits;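 active = viability at or below 30%; inactive = viability above 30%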;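 also: 100% = median luminescence of DMSO-only cell control wells on each plate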
TNFa cytotox = HUVEC cytotoxicity counter-screen, TNF alpha stimulated. HUVEC TNFalpha-stimulated, Hoechst cell count, imaging. cell count reduction, % at 2 µM. 93,000 compounds, 0.17% hits;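 active = cell count reduction exceeding the screen mean by over 5 SD, scaled to untreated wells per plate, cut at about 78% in these data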;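 also: cells counted after 24 h of TNF alpha exposure following the 1 h pretreatment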
Fibroblast inh = blocks proliferation of human lung fibroblasts; AID 719; viability, % at 10 µM; 85,000 compounds, 1.1% hits; LL 47 human lung fibroblast viability, ATP luminescence; hits give low values;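 active = viability at or below 50% in the single dose screen; inactive = viability above 50%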;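 also: compound exposure lasted 72 h before the ATP readout; 100% = median luminescence of untreated cell-only wells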
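Benchmarks: Cell-only wells, no compound | Test system: LL 47 human lung fibroblasts, passage 12 or lower | Input: 1,150 cells/well | Measured by: CellTiter-Glo luminescence measuring cellular ATP | Medium: IMEM, 15% FBS supplement | Schedule: Overnight attachment after seeding, then 72 h compound exposure at 37 °C | Doses: Compound addition at 0.1% DMSO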
* marks the source's active call; other numbers are inactive results. Not all compounds are listed, so the mix of outcomes need not match the whole.

`N#Cc1cc2c(nc1SCc1cccnc1)CCC2` gave H69AR inhibit 101.6, Pyk2 oligo antag 0.6, VCAM1 TNFa inh 19.6, Smad3 FoxH1 inh 0.5, IL1B cytotox 0.0, cytoskel mod 13.4, HUVEC inhibit 93.0, TNFa cytotox 33.1 and Fibroblast inh 96.5.
`CCSc1nnc(NC(=O)c2nn(C(C)C)c(=O)c3ccccc23)s1` gave H69AR inhibit 57.5, Pyk2 oligo antag 0.27, VCAM1 TNFa inh -1.7, Smad3 FoxH1 inh 9.2, IL1B cytotox -57.9, cytoskel mod 10.4, HUVEC inhibit 97.3, TNFa cytotox -8.5 and Fibroblast inh 108.1.
Clc1ccc(-c2nnc(SCc3nc(-c4ccccc4)no3)o2)cc1 was read as H69AR inhibit 82.2, VCAM1 TNFa inh 0.3, Smad3 FoxH1 inh -0.9, IL1B cytotox 1.4, cytoskel mod 15.9, HUVEC inhibit 102.1, TNFa cytotox -19.8 and Fibroblast inh 94.4.
For C/C(=N\n1c(C)cc(C)c(C#N)c1=O)c1cccs1 the results were Pyk2 oligo antag -0.16, VCAM1 TNFa inh 1.8, IL1B cytotox -11.7 and TNFa cytotox -6.7.
Screening C/C(=N\NS(=O)(=O)c1ccc(C)cc1)c1ccc(C)s1 returned H69AR inhibit 109.5, Pyk2 oligo antag -0.34, VCAM1 TNFa inh 7.4, Smad3 FoxH1 inh 7.0, IL1B cytotox 0.0, cytoskel mod 9.0, HUVEC inhibit 83.8, TNFa cytotox -7.7 and Fibroblast inh 92.2.
Screening CCOC(=O)C1CCCN(C(=O)c2cn(CC)c3ccc(S(=O)(=O)N(C)C)cc3c2=O)C1 (stereo not drawn) returned H69AR inhibit 93.0, VCAM1 TNFa inh -2.4, Smad3 FoxH1 inh 2.3, IL1B cytotox -35.2, cytoskel mod 9.4, HUVEC inhibit 111.0, TNFa cytotox -8.1 and Fibroblast inh 98.7.
Screening CC(C)CC(NC(=O)c1ccc(Cl)cc1Cl)C(=O)O (stereo not drawn) returned H69AR inhibit 96.1, Pyk2 oligo antag 0.57, VCAM1 TNFa inh -14.3, Smad3 FoxH1 inh 6.1, IL1B cytotox -145.4, cytoskel mod 1.6, HUVEC inhibit 80.9, TNFa cytotox -8.6 and Fibroblast inh 97.6.
Cc1ccc(NS(=O)(=O)c2cccc(C(=O)OCC(=O)NCc3ccco3)c2)cc1 was read as H69AR inhibit 93.8, Pyk2 oligo antag 0.11, Smad3 FoxH1 inh 3.3, HUVEC inhibit 106.0 and Fibroblast inh 98.6.
`COc1ccccc1OCc1nc2ccccc2s1` gave Pyk2 oligo antag -0.83, VCAM1 TNFa inh 15.8, IL1B cytotox 3.5, cytoskel mod 19.4 and TNFa cytotox -25.9.
NC(=O)c1cnn(Cc2ccc(Cl)cc2)c1N was read as Pyk2 oligo antag 0.02, VCAM1 TNFa inh -3.8, IL1B cytotox -6.2, cytoskel mod -54.4 and TNFa cytotox -9.1.
Screening Cc1cnc(NC(=O)CSc2nnc(-c3ccc(Cl)cc3Cl)n2N)s1 returned H69AR inhibit 80.6, Pyk2 oligo antag -0.64, VCAM1 TNFa inh 5.6, Smad3 FoxH1 inh 8.2, IL1B cytotox -21.5, cytoskel mod 2.5, HUVEC inhibit 76.2, TNFa cytotox -2.7 and Fibroblast inh 133.0.
`CC(=O)NCCSCCNC(C)=O` gave H69AR inhibit 101.0, Pyk2 oligo antag -0.31, Smad3 FoxH1 inh -6.0, HUVEC inhibit 89.6 and Fibroblast inh 98.1.
NC(=O)C1CC=CCC1C(=O)OCC(Cl)=C(Cl)Cl (stereo not drawn) was read as H69AR inhibit 97.4, Pyk2 oligo antag 0.42, VCAM1 TNFa inh 19.6, Smad3 FoxH1 inh 9.6, IL1B cytotox 4.5, cytoskel mod -21.1, HUVEC inhibit 91.4, TNFa cytotox -2.2 and Fibroblast inh 94.7.
CN(C)c1ccc(C(=O)Nc2ccc(S(=O)(=O)NC3=NCCCCC3)cc2)cc1 was read as H69AR inhibit 88.8, Pyk2 oligo antag 0.28, VCAM1 TNFa inh 9.8, Smad3 FoxH1 inh 8.7, IL1B cytotox -8.4, cytoskel mod 24.7, HUVEC inhibit 87.8, TNFa cytotox -1.4 and Fibroblast inh 97.4.
Cc1ccc(-c2nn(-c3ccccc3)cc2C2SCC(=O)N2Cc2ccccc2)o1 (stereo not drawn) was read as H69AR inhibit 58.3, Smad3 FoxH1 inh 8.0, HUVEC inhibit 94.5 and Fibroblast inh 88.2.
CCOC(=O)C1=C(C)N(c2nonc2NC(C)=O)C(N)=C(C#N)C1c1ccccc1F (stereo not drawn) was read as Pyk2 oligo antag -1.38, VCAM1 TNFa inh -17.9, IL1B cytotox -24.3, cytoskel mod -6.5 and TNFa cytotox -16.5.
CCOC(=O)c1ccc(N2C(=O)CC(Sc3nc(O)c(CC)c(=O)[nH]3)C2=O)cc1 (stereo not drawn) was read as H69AR inhibit 85.2, Pyk2 oligo antag 0.83, VCAM1 TNFa inh 2.2, Smad3 FoxH1 inh 16.3, IL1B cytotox -28.6, cytoskel mod 0.5, HUVEC inhibit 94.5, TNFa cytotox -10.7 and Fibroblast inh 98.0.
For O=C(N=c1nc2ccccn2s1)c1ccccc1 the results were H69AR inhibit 62.4, Pyk2 oligo antag 0.95, Smad3 FoxH1 inh 2.0, HUVEC inhibit 67.2 and Fibroblast inh 72.4.
`Oc1ccc(Cl)cc1CNCC1CCCO1` (stereo not drawn) gave H69AR inhibit 94.4, Pyk2 oligo antag -0.39, VCAM1 TNFa inh -12.8, Smad3 FoxH1 inh 1.1, IL1B cytotox 15.7, cytoskel mod 9.2, HUVEC inhibit 109.3, TNFa cytotox 2.9 and Fibroblast inh 101.8.
Screening c1ccc(-c2nnc(CN3CCCc4ccccc43)o2)cc1 returned H69AR inhibit 95.1, Pyk2 oligo antag -0.95, Smad3 FoxH1 inh -17.6, IL1B cytotox -1.0, HUVEC inhibit 96.2 and Fibroblast inh 96.4.

Among those listed so far, these contain a thiophene ring, fused or not:
For C/C(=N\n1c(C)cc(C)c(C#N)c1=O)c1cccs1 the results were Pyk2 oligo antag -0.16, VCAM1 TNFa inh 1.8, IL1B cytotox -11.7 and TNFa cytotox -6.7.
Screening C/C(=N\NS(=O)(=O)c1ccc(C)cc1)c1ccc(C)s1 returned H69AR inhibit 109.5, Pyk2 oligo antag -0.34, VCAM1 TNFa inh 7.4, Smad3 FoxH1 inh 7.0, IL1B cytotox 0.0, cytoskel mod 9.0, HUVEC inhibit 83.8, TNFa cytotox -7.7 and Fibroblast inh 92.2.

(next part)
For Cc1ccc(-n2c(CNc3ccc(F)cc3)nnc2SCC(=O)N2CCCC2)cc1 the results were H69AR inhibit 95.5, Pyk2 oligo antag 0.55, VCAM1 TNFa inh 3.3, Smad3 FoxH1 inh -2.2, IL1B cytotox -2.0, cytoskel mod 11.3, HUVEC inhibit 94.6, TNFa cytotox -9.0 and Fibroblast inh 99.6.
`CC1CCCCC1NC(=O)COC(=O)c1ccc(N(C)C)cc1` (stereo not drawn) gave Pyk2 oligo antag -3.14*, VCAM1 TNFa inh 3.4, IL1B cytotox -0.6, cytoskel mod -6.4 and TNFa cytotox -3.7.
`O=C1COc2ccccc2N1Cc1ccccc1Cl` gave H69AR inhibit 80.4, Pyk2 oligo antag -0.79, Smad3 FoxH1 inh 8.0, HUVEC inhibit 95.9 and Fibroblast inh 92.1.
Screening CCOC(=O)C1CN(S(=O)(=O)c2ccc(C)cc2)CCN1S(=O)(=O)c1ccc(C)cc1 (stereo not drawn) returned H69AR inhibit 84.6, Pyk2 oligo antag -2.3, VCAM1 TNFa inh 17.1, Smad3 FoxH1 inh 2.5, IL1B cytotox -9.2, cytoskel mod 15.6, HUVEC inhibit 107.3, TNFa cytotox -17.7 and Fibroblast inh 97.2.
`CCN(CC(=O)NCc1cccs1)C(=O)c1cc(S(=O)(=O)N2CCOCC2)ccc1C` gave H69AR inhibit 95.8, Pyk2 oligo antag -0.22, VCAM1 TNFa inh 5.8, Smad3 FoxH1 inh 10.7, IL1B cytotox -2.1, cytoskel mod 3.8, HUVEC inhibit 94.1, TNFa cytotox -5.4 and Fibroblast inh 102.2.
CCOC(=O)c1nnc(-c2ccccc2)nc1Sc1c(Cl)cccc1Cl was read as H69AR inhibit 1.9*, Pyk2 oligo antag 0.55, VCAM1 TNFa inh 17.5, Smad3 FoxH1 inh 1.8, cytoskel mod -12.7, HUVEC inhibit 68.1, TNFa cytotox -11.4 and Fibroblast inh 89.5.
Screening CCCOc1ccc(N2CC(C(=O)Nc3ccccn3)CC2=O)cc1 (stereo not drawn) returned H69AR inhibit 83.6, Pyk2 oligo antag -0.05, VCAM1 TNFa inh 6.4, Smad3 FoxH1 inh 0.8, IL1B cytotox -1.1, cytoskel mod 12.8, HUVEC inhibit 98.5, TNFa cytotox -13.4 and Fibroblast inh 105.7.
For COC(=O)COc1ccc(=O)n(-c2ccccc2)n1 the results were H69AR inhibit 70.4, Pyk2 oligo antag 1.15, Smad3 FoxH1 inh 4.5, IL1B cytotox 9.8, cytoskel mod inconclusive, HUVEC inhibit 103.3, TNFa cytotox 98.9* and Fibroblast inh 106.1.
O=CN1CCN(C(=O)c2ccccc2Cl)CC1 was read as H69AR inhibit 101.3, Pyk2 oligo antag -0.22, VCAM1 TNFa inh 7.8, Smad3 FoxH1 inh 16.0, IL1B cytotox -100.0, cytoskel mod -26.4, HUVEC inhibit 98.0, TNFa cytotox -25.1 and Fibroblast inh 105.5.
O=C(NCc1cc(C(F)(F)F)cc(C(F)(F)F)c1)C1CC(c2cccc([N+](=O)[O-])c2)=NO1 (stereo not drawn) was read as VCAM1 TNFa inh -8.8, IL1B cytotox -2.5, cytoskel mod -2.9 and TNFa cytotox 6.3.
For CCOC(=O)C1CCCc2c1[nH]c1c(C(=O)O)cccc21 (stereo not drawn) the results were H69AR inhibit 100.6, Pyk2 oligo antag -0.24, VCAM1 TNFa inh 6.0, Smad3 FoxH1 inh -4.5, IL1B cytotox -15.7, cytoskel mod 25.4, HUVEC inhibit 80.3, TNFa cytotox -20.2 and Fibroblast inh 98.8.
Cn1nnnc1SCCNCc1cccc2ccccc12 was read as H69AR inhibit 89.0, Pyk2 oligo antag 0.91, VCAM1 TNFa inh 0.7, Smad3 FoxH1 inh 6.4, IL1B cytotox -0.8, cytoskel mod -2.7, HUVEC inhibit 84.5, TNFa cytotox 24.0 and Fibroblast inh 99.6.
For OC(COc1ccccc1)CSc1ncn[nH]1 (stereo not drawn) the results were H69AR inhibit 104.2, Pyk2 oligo antag -0.04, VCAM1 TNFa inh -16.0, Smad3 FoxH1 inh 17.3, IL1B cytotox 14.8, cytoskel mod -2.3, HUVEC inhibit 104.1, TNFa cytotox -4.1 and Fibroblast inh 95.0.
For COc1ccc(N2CC(C(=O)Nc3ccc4c(c3)OCO4)CC2=O)cc1 (stereo not drawn) the results were H69AR inhibit 96.6, Pyk2 oligo antag -0.05, VCAM1 TNFa inh 12.3, Smad3 FoxH1 inh -20.8, IL1B cytotox -16.1, cytoskel mod 16.8, HUVEC inhibit 95.2, TNFa cytotox -25.0 and Fibroblast inh 100.4.
`COC(=O)c1ccc(NC(=S)N2CCN(Cc3ccc(Cl)cc3)CC2)cc1` gave Pyk2 oligo antag -0.04, VCAM1 TNFa inh 0.4, IL1B cytotox -3.5, cytoskel mod -1.7 and TNFa cytotox 13.2.
